FAK blocker = blocks human focal adhesion kinase activity; biochemical FAK kinase activity assay; AID 727; Q05397; inhibition, %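 (tested at 7 µM)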; actives 0.84% (n = 97,000); in the data active means inhibition above about 19%;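 further: 0% = DMSO and 100% = reference compound high control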
PTPN22 act = LYP (human) phosphatase activation | recombinant LYP, DiFMUP fluorescence; 0 = plate median, 100 = signal doubled | actives 0.11% (n = 96,000) | activation, % at 2 µM | Q9Y2R2;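 active means activation at 2 µM above a set limit, the mean plus 5 SD, cut at about 37% in these data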
PTPN22 inh 2 = inhibitors of human LYP (PTPN22) phosphatase. recombinant LYP catalytic domain, DiFMUP fluorescence. inhibition, % at 2 µM. AID 640. Q9Y2R2. actives 0.21% (n = 96,000);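 active means inhibition at 2 µM at or above a set limit, the screen mean plus 3 SD, cut at about 24% in these data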;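 further: 0% = DMSO with enzyme and 100% = enzyme fully blocked by orthovanadate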
EphB4 antag = EphB4-ephrin-B2 interaction antagonism; P54760; EphB4 LBD / TNYL-RAW-Alexa532 peptide, fluorescence polarization; inhibition, % at 7 µM; actives 0.15% (n = 97,000); AID 720;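 active means inhibition above the screen-wide mean inhibition plus 3 SD, cut at about 15% in these data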;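 further: 0% = DMSO wells and 100% = excess unlabeled TNYL-RAW peptide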
Target sequence (P54760 whole entry, looked up, the tested form may be a part): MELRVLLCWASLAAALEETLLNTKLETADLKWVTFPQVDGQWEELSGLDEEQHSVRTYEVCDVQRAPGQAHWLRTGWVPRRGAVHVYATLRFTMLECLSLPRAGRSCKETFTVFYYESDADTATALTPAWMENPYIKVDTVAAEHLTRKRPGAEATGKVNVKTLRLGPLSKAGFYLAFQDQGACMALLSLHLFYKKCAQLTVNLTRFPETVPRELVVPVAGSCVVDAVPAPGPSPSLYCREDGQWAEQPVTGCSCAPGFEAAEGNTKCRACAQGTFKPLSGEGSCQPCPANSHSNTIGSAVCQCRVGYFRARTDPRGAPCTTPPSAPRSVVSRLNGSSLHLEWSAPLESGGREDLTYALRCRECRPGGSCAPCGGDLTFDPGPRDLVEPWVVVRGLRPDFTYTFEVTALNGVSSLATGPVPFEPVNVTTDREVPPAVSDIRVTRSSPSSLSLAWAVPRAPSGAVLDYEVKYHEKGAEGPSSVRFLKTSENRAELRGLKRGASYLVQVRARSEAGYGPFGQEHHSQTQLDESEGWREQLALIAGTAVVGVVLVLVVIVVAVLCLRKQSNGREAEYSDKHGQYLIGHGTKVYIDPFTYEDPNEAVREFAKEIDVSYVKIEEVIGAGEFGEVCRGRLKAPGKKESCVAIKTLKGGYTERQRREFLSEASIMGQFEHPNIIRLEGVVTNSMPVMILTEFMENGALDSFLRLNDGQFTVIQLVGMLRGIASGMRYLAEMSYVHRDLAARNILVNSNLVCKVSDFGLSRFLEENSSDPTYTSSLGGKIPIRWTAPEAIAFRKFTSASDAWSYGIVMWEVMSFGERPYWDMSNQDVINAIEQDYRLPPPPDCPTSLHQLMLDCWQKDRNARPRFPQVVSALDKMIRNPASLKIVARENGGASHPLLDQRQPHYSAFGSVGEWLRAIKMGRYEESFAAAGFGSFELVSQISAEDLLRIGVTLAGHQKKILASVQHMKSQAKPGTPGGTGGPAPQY
Pyk2 oligo antag = antagonists of human Pyk2 oligomerization; actives 0.83% (n = 99,000); z-score (the deposit names both 25 µM and 10 µM); Q293 cells, Pyk2 FERM NanoBiT luminescence; active compounds read low; Q14289;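 active means Z-score of -3 or lower, scaled per plate to the spread of control and sample wells; inactive means z-score above -3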;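 further: negative z-score means lost luminescence so less FERM oligomerization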
PLK1 PBD inh = blocks phosphopeptide binding to human Plk1 polo box domain | P53350 | Plk1 PBD phosphopeptide binding, fluorescence polarization | inhibition, %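 (tested at about 20 µM)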 | actives 0.13% (n = 97,000); in the data active means inhibition above about 34%, passing the limit was not always enough
PLK1 inh = blocks human PLK1 kinase activity; P53350; recombinant PLK1 kinase, TR-FRET peptide phosphorylation; inhibition, % at 10 µM; actives 0.53% (n = 97,000); AID 619;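 active means inhibition of 50% or more in the single-concentration screen; inactive means inhibition below 50%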;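 further: 0% = DMSO max control and 100% = H-89 dihydrochloride min control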
cytoskel mod = modifiers of cytoskeleton assembly; inhibition, % at 2 µM; HUVEC TNFa F-actin phalloidin imaging, high content; actives 0.18% (n = 91,000);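 active means inhibition above the batch mean plus 3 SD and confirmed as a hit by visual image inspection, cut at about 30% in these data, passing the limit was not always enough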; further: strong numbers were not always called active
Rev-RRE block = HIV Rev-RRE protein-RNA interaction inhibition; AID 704; inhibition, % at 8 µM; actives 0.79% (n = 97,000); P05866; Rev peptide-RRE RNA binding, FRET;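 active means inhibition above the screen-wide mean plus 3 SD, cut at about 35% in these data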;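 further: 0% = median DMSO wells and 100% = median Neomycin B control wells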
Target sequence (P05866 whole entry, looked up): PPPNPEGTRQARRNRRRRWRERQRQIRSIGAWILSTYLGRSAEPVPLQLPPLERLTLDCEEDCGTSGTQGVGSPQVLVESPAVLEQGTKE
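Test system: Cy5-tagged RRE RNA duplex with fluorescein-tagged Rev peptide | Read-out: % inhibition of FRET ratio versus controls | Probe or stimulus: Labelled Rev peptide | Incubation: 5 min RNA-compound premix plus 15 min binding step, 25 °C | Technique: FRET fluorescence readout | Benchmarks: DMSO low control, neomycin B high control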
* hit, by the source's call.

How did CCCCCCn1c(=O)c(F)cn(Cc2ccc(OC)c([N+](=O)[O-])c2)c1=O do in these assays?
FAK blocker: -1; PTPN22 act: -6; PTPN22 inh 2: 10; EphB4 antag: 0; Pyk2 oligo antag: -0.39; PLK1 PBD inh: -11; PLK1 inh: -7; cytoskel mod: 27; Rev-RRE block: 23

How did CCCCOc1ccc(-c2nnn(CC(=O)c3c[nH]c4ccccc34)n2)cc1 do in these assays?
FAK blocker: 4; PTPN22 act: -8; PTPN22 inh 2: 10; EphB4 antag: 6; Pyk2 oligo antag: -0.12; PLK1 PBD inh: 4; PLK1 inh: -5; cytoskel mod: 1; Rev-RRE block: 17

How did COc1ccc(NC(=S)NNC(=O)OC(C)(C)C)cc1OC do in these assays?
FAK blocker: 1; PTPN22 act: -3; PTPN22 inh 2: 5; EphB4 antag: 3; Pyk2 oligo antag: 0.31; PLK1 PBD inh: 13; PLK1 inh: -10; cytoskel mod: -5; Rev-RRE block: 3

Results for CC(NC(=O)c1cccs1)C(c1cccs1)N1CCN(c2ccccc2)CC1 (stereo not given) ?
FAK blocker: 1; PTPN22 act: 0; PTPN22 inh 2: -1; EphB4 antag: 2; Pyk2 oligo antag: -0.62; PLK1 PBD inh: -2; PLK1 inh: -11; cytoskel mod: 1; Rev-RRE block: 7

Results for COc1ccccc1S(=O)Cc1ccc(C(=O)NC2CCCC2)o1 (stereo not given) ?
FAK blocker: 1; PTPN22 act: -1; PTPN22 inh 2: -1; EphB4 antag: -8; PLK1 PBD inh: 17; PLK1 inh: 24; cytoskel mod: -3; Rev-RRE block: -2

Results for CC1CC(C)CN(CC(C)(C)NS(=O)(=O)c2ccccc2)C1 (stereo not given) ?
FAK blocker: -2; PTPN22 act: -6; PTPN22 inh 2: 9; EphB4 antag: -2; Pyk2 oligo antag: 1.6; PLK1 PBD inh: -23; PLK1 inh: 3; cytoskel mod: -8; Rev-RRE block: -2

How did COc1ccccc1N1CCN(CCCCOc2ccc(F)cc2)CC1 do in these assays?
FAK blocker: 0; PTPN22 act: 0; PTPN22 inh 2: 3; EphB4 antag: 0; Pyk2 oligo antag: 0.48; PLK1 PBD inh: 14; PLK1 inh: 0; cytoskel mod: 2; Rev-RRE block: 5

What do the screens show for `O=C(CSc1nc2ccccc2n1Cc1ccccc1)N/N=C/c1ccco1`?
FAK blocker: -2; PTPN22 act: 2; PTPN22 inh 2: 2; EphB4 antag: -2; Pyk2 oligo antag: -0.76; PLK1 PBD inh: -11; PLK1 inh: -15; cytoskel mod: -38; Rev-RRE block: 8

What do the screens show for `O=C(CN(Cc1ccccc1F)S(=O)(=O)c1ccc(Cl)cc1)NCCCO`?
FAK blocker: -8; PTPN22 act: -2; PTPN22 inh 2: -1; EphB4 antag: -5; PLK1 PBD inh: -7; PLK1 inh: -14; cytoskel mod: -5; Rev-RRE block: 2

How did C(=N\n1cnnc1)/c1ccccn1 do in these assays?
FAK blocker: 0; PTPN22 act: 11; PTPN22 inh 2: -15; EphB4 antag: -6; Pyk2 oligo antag: 1.2; PLK1 PBD inh: -15; PLK1 inh: -6; cytoskel mod: 9; Rev-RRE block: 5

Results for CCCCCCCCS(=O)c1sc2nc3c(cc2c1N)CCCC3 (stereo not given) ?
FAK blocker: 4; PTPN22 act: -13; PTPN22 inh 2: 11; EphB4 antag: -4; Pyk2 oligo antag: 1.4; PLK1 PBD inh: 18; PLK1 inh: -3; cytoskel mod: 6; Rev-RRE block: 0

Results for O=c1nc(-c2ccccc2)cc(C(F)(F)F)[nH]1 ?
FAK blocker: -5; PTPN22 act: -6; PTPN22 inh 2: 3; EphB4 antag: -7; Pyk2 oligo antag: 0.26; PLK1 PBD inh: 28; PLK1 inh: -8; cytoskel mod: -4; Rev-RRE block: 6

What do the screens show for `O=C(Nc1ccc(N2CCOCC2)cc1)c1ccc(S(=O)(=O)N2CCCCC2)cc1`?
FAK blocker: 1; PTPN22 act: -4; PTPN22 inh 2: 1; EphB4 antag: 6; Pyk2 oligo antag: 0.41; PLK1 PBD inh: 19; PLK1 inh: 1; cytoskel mod: 20; Rev-RRE block: -1

What do the screens show for `CC1CCCC(C)N1C(=O)CSc1nc(N)c(-c2ccccc2)c(=O)[nH]1` (stereo not given)?
FAK blocker: -3; PTPN22 act: 4; PTPN22 inh 2: -2; EphB4 antag: -3; Pyk2 oligo antag: 0.2; PLK1 PBD inh: -26; PLK1 inh: -5; cytoskel mod: -9; Rev-RRE block: 0

Results for C1CCC2(CC1)OCC1(CO2)COC2(CCCCC2)OC1 ?
FAK blocker: -1; PTPN22 act: -6; PTPN22 inh 2: 5; EphB4 antag: -5; Pyk2 oligo antag: -0.34; PLK1 PBD inh: 20; PLK1 inh: -4; cytoskel mod: 14; Rev-RRE block: 1

How did Clc1cccc(Oc2ncc(CN3CCOCC3)s2)c1 do in these assays?
FAK blocker: 4; PTPN22 act: 6; PTPN22 inh 2: -4; EphB4 antag: -7; Pyk2 oligo antag: 2.7; PLK1 PBD inh: 22; PLK1 inh: -5; cytoskel mod: 4; Rev-RRE block: -4

What do the screens show for `Cn1c(SCc2nc3ccccc3[nH]2)nnc1-c1cccs1`?
FAK blocker: 4; PTPN22 act: -3; PTPN22 inh 2: 1; EphB4 antag: 3; Pyk2 oligo antag: -0.25; PLK1 PBD inh: 11; PLK1 inh: -10; cytoskel mod: -59; Rev-RRE block: 2

What do the screens show for `O=C(NCCCc1ccccc1)c1ccncc1`?
FAK blocker: 0; PTPN22 act: 6; PTPN22 inh 2: -5; EphB4 antag: -4; Pyk2 oligo antag: 0.02; PLK1 PBD inh: -17; PLK1 inh: -11; cytoskel mod: 22; Rev-RRE block: 2

What do the screens show for `CCC(C)(C(=O)NC1CCCCC1)N(C(=O)CNC(C)=O)c1c(C)n(C)n(-c2ccccc2)c1=O` (stereo not given)?
FAK blocker: 4; PTPN22 act: 2; PTPN22 inh 2: -4; EphB4 antag: 14; Pyk2 oligo antag: -0.11; PLK1 PBD inh: -18; PLK1 inh: -6; cytoskel mod: -17; Rev-RRE block: 4

How did Cc1c(OCC(=O)OC(C)(C)C)ccc2c3c(c(=O)oc12)CCC3 do in these assays?
FAK blocker: -2; PTPN22 act: 0; PTPN22 inh 2: 0; EphB4 antag: -10; Pyk2 oligo antag: -0.41; PLK1 PBD inh: -15; PLK1 inh: 0; cytoskel mod: -14; Rev-RRE block: 0

What do the screens show for `Cc1sc2ncnc(SCC(=O)NC(=O)NCc3ccco3)c2c1C`?
FAK blocker: 10; PTPN22 act: -9; PTPN22 inh 2: 8; EphB4 antag: 6; Pyk2 oligo antag: 0.38; PLK1 PBD inh: 7; PLK1 inh: -8; cytoskel mod: 0; Rev-RRE block: 10

How did CC(C)COC(=O)c1ccc(NC(=O)C2C3CCC(C3)C2C(=O)O)cc1 (stereo not given) do in these assays?
FAK blocker: 0; PTPN22 act: 2; PTPN22 inh 2: -3; EphB4 antag: 2; Pyk2 oligo antag: 0.2; PLK1 PBD inh: 6; PLK1 inh: -17; cytoskel mod: 28; Rev-RRE block: 0

How did CCOC(=O)Cn1cc(/C=N/NC(=O)c2ccc(C#N)cc2F)c2ccccc21 do in these assays?
FAK blocker: -2; PTPN22 act: 4; PTPN22 inh 2: -8; EphB4 antag: -5; Pyk2 oligo antag: -0.22; PLK1 PBD inh: 11; PLK1 inh: -12; cytoskel mod: 14; Rev-RRE block: 3

What do the screens show for `O=C(Nc1nccs1)C1CC(=O)N(c2ccccc2Cl)C1` (stereo not given)?
FAK blocker: 0; PTPN22 act: 1; PTPN22 inh 2: 1; EphB4 antag: 0; Pyk2 oligo antag: 0.17; PLK1 PBD inh: 23; PLK1 inh: 25; cytoskel mod: -9; Rev-RRE block: 10

What do the screens show for `CC(=O)c1cc2c(cc1NC(=O)CN1CCOCC1)OCO2`?
FAK blocker: 0; PTPN22 act: -8; PTPN22 inh 2: 8; EphB4 antag: -7; Pyk2 oligo antag: 0.52; PLK1 PBD inh: 5; PLK1 inh: -9; cytoskel mod: -25; Rev-RRE block: 2

What do the screens show for `Cc1sc2c(c1C)CN(C(C)(C)C)CN2C(=O)c1ccccc1`?
FAK blocker: 1; PTPN22 act: 1; PTPN22 inh 2: 1; EphB4 antag: 4; Pyk2 oligo antag: 0.22; PLK1 PBD inh: -22; PLK1 inh: -3; cytoskel mod: -2; Rev-RRE block: 23

Results for Cc1cccc(C(=O)Nc2cc(C)ccc2NC(=O)COc2ccccc2)c1 ?
FAK blocker: -1; PTPN22 act: -5; PTPN22 inh 2: 9; EphB4 antag: -5; Pyk2 oligo antag: -1.6; PLK1 PBD inh: -19; PLK1 inh: -15; cytoskel mod: 0; Rev-RRE block: 7

Results for Cc1cc2c(c(=O)n1Cc1ccco1)C(c1ccccc1)C(C#N)=C(N)O2 (stereo not given) ?
FAK blocker: 4; PTPN22 act: 2; PTPN22 inh 2: -1; EphB4 antag: 3; Pyk2 oligo antag: 1.1; PLK1 PBD inh: 8; PLK1 inh: -12; cytoskel mod: -4; Rev-RRE block: 8

Results for N#Cc1cnn(-c2ncnc3sc4c(c23)CCCC4)c1N ?
FAK blocker: 0; PTPN22 act: 8; PTPN22 inh 2: -11; EphB4 antag: -4; Pyk2 oligo antag: 0.76; PLK1 PBD inh: 12; PLK1 inh: -9; cytoskel mod: -18; Rev-RRE block: 3

How did Cc1ccc(S(=O)(=O)/N=c2\sccn2C)cc1 do in these assays?
FAK blocker: -11; PTPN22 act: -10; PTPN22 inh 2: 14; EphB4 antag: 1; Pyk2 oligo antag: 0.74; PLK1 PBD inh: 9; PLK1 inh: -7; cytoskel mod: -8; Rev-RRE block: 9

Results for CC1CN(S(=O)(=O)c2ccccc2)C(C)CN1S(=O)(=O)c1ccccc1 (stereo not given) ?
FAK blocker: 1; PTPN22 act: 1; PTPN22 inh 2: -5; EphB4 antag: -2; Pyk2 oligo antag: 0.04; PLK1 PBD inh: 4; PLK1 inh: -7; cytoskel mod: 2; Rev-RRE block: 2

5 neighbouring entries out of the list so far, quoted:
Results for Cc1cccc(C(=O)Nc2cc(C)ccc2NC(=O)COc2ccccc2)c1 ?
FAK blocker: -1; PTPN22 act: -5; PTPN22 inh 2: 9; EphB4 antag: -5; Pyk2 oligo antag: -1.6; PLK1 PBD inh: -19; PLK1 inh: -15; cytoskel mod: 0; Rev-RRE block: 7

Results for Cc1cc2c(c(=O)n1Cc1ccco1)C(c1ccccc1)C(C#N)=C(N)O2 (stereo not given) ?
FAK blocker: 4; PTPN22 act: 2; PTPN22 inh 2: -1; EphB4 antag: 3; Pyk2 oligo antag: 1.1; PLK1 PBD inh: 8; PLK1 inh: -12; cytoskel mod: -4; Rev-RRE block: 8

Results for N#Cc1cnn(-c2ncnc3sc4c(c23)CCCC4)c1N ?
FAK blocker: 0; PTPN22 act: 8; PTPN22 inh 2: -11; EphB4 antag: -4; Pyk2 oligo antag: 0.76; PLK1 PBD inh: 12; PLK1 inh: -9; cytoskel mod: -18; Rev-RRE block: 3

How did Cc1ccc(S(=O)(=O)/N=c2\sccn2C)cc1 do in these assays?
FAK blocker: -11; PTPN22 act: -10; PTPN22 inh 2: 14; EphB4 antag: 1; Pyk2 oligo antag: 0.74; PLK1 PBD inh: 9; PLK1 inh: -7; cytoskel mod: -8; Rev-RRE block: 9

Results for CC1CN(S(=O)(=O)c2ccccc2)C(C)CN1S(=O)(=O)c1ccccc1 (stereo not given) ?
FAK blocker: 1; PTPN22 act: 1; PTPN22 inh 2: -5; EphB4 antag: -2; Pyk2 oligo antag: 0.04; PLK1 PBD inh: 4; PLK1 inh: -7; cytoskel mod: 2; Rev-RRE block: 2
